Source: PubChem BioAssay (several laboratories)
BioA inh = blocks M. tuberculosis BioA enzyme activity | inhibition, % at 9.99 µM | purified M. tuberculosis BioA enzyme, plate reader | 360,000 compounds, 0.096% hits | AID 602481; in the data active means inhibition above about 40%
UGM FP inh = inhibitors of M. tuberculosis UDP-galactopyranose mutase; inhibition, % at 10 µM; AID 504406; 320,000 compounds, 0.06% hits; purified UGM, fluorescence polarization probe displacement; in the data active means inhibition above about 10%, passing the limit was not always enough
VHR inh abs = inhibitors of human VHR1 phosphatase (DUSP3); AID 1654; 290,000 compounds, 0.52% hits; recombinant VHR phosphatase, pNPP absorbance; inhibition, % at 13.3 µM; in the data active means inhibition above about 50%; further: some compounds called inactive have numbers as strong as hits
Target sequence (P51452 whole entry, looked up): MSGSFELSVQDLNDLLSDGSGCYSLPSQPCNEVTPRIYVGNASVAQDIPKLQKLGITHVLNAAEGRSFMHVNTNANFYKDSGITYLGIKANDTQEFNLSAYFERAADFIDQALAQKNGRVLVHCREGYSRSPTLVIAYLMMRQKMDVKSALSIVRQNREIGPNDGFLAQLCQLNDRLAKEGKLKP
SARS 3CLpro inh = SARS-CoV 3CLpro protease inhibition | 290,000 compounds, 0.14% hits | inhibition, % at 6 µM | AID 1706 | recombinant SARS-CoV 3CLpro, quenched FRET peptide cleavage; in the data active means inhibition above about 12%
Vc quorum ag = induces V. cholerae light production without autoinducers; V. cholerae BH1578 lux reporter, luminescence, 6 h; activation, % at 18.7 µM; 350,000 compounds, 0.16% hits; AID 588436; in the data active means activation mostly above about 9.7%, no sharp cut-off; further: not every result past the cut was called active; inactives centre near 0; reference of the scale not given here
MazEF act = increases E. coli MazEF RNase cleavage of RNA. P0AE70. FAM/BHQ RNA-DNA oligo cleavage fluorescence, 5 h. activation, % at 20 µM. 350,000 compounds, 0.32% hits. AID 504720; in the data active means activation above about 50%
GDH-TPI counter = inhibits GDH-TPI coupling enzymes, artifact for Mtb FBA screen. inhibition, % at 4.8 µM. AID 588335. 360,000 compounds, 1.2% hits. GDH-TPI coupled enzyme counterscreen, NADH absorbance; in the data active means inhibition above about 30%;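 further: 0% = DMSO wells and 100% = wells lacking the enzyme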
PriA SSB inh = K. pneumoniae PriA-SSBct interaction inhibition; 430,000 compounds, 0.6% hits; inhibition, % at 33 µM; AlphaScreen SSBct-PriA binding, biotinylated peptide; in the data active means inhibition mostly above about 37%, no sharp cut-off; inactive means mostly below about 20%;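 further: plate controls were negative control peptide for no effect and reference peptide for full effect; strong numbers were not always called active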
Rv3671c inh = inhibitors of M. tuberculosis serine protease Rv3671c | 320,000 compounds, 0.048% hits | AID 2606 | inhibition, % at 5.96 µM; in the data active means inhibition above about 38%;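 further: extracellular domain of Rv3671c used as enzyme; 0% = enzyme with DMSO and 100% = no enzyme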
Target sequence (P9WHR9 whole entry, looked up, the tested form may be a part): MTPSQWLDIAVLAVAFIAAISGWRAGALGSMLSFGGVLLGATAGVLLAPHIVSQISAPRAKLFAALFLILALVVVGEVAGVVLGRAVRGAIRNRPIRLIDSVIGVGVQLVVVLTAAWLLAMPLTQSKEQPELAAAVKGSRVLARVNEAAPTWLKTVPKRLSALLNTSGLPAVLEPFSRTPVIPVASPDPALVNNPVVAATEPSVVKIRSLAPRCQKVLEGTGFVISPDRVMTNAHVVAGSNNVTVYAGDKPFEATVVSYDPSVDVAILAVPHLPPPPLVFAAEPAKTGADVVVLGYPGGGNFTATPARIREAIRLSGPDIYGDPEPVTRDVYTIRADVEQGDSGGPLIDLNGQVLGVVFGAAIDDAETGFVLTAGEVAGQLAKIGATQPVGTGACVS
FBA Mtb inh = inhibitors of M. tuberculosis fructose-bisphosphate aldolase; P9WQA3; purified M. tuberculosis FBA, fluorescence read-out; inhibition, % at 1 µM; 360,000 compounds, 2.3% hits; in the data active means inhibition above about 27%;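 further: 0% = vehicle and 100% = reference inhibitor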
Target sequence (P9WQA3 whole entry, looked up): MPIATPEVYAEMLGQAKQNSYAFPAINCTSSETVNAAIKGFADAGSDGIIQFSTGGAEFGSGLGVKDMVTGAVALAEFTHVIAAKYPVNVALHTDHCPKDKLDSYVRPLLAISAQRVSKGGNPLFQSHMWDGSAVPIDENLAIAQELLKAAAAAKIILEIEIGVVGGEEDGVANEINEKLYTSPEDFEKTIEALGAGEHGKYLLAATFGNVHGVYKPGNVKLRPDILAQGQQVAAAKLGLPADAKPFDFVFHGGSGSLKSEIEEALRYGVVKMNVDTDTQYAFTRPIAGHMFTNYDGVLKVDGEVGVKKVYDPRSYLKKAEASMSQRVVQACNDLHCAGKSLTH
An asterisk follows results filed as active; i = inactive; · = not tested or not shown. The list is partial. The share of hits here may be higher or lower than overall.

(1) CC[C@]12c3[nH]c4ccccc4c3CCN1C(=O)C(CC(=O)NCCC1=CCCCC1)C[C@@H]2C(=O)N1CCN(C(=O)C2CC2)CC1 (some centres undefined)
(2) Cc1ccc(/C=N/NC(=O)Cc2ccc(Cl)cc2)c(O)c1
(3) O=C(c1nc2ccc(Cl)cn2c1CN1CCC(CO)CC1)N1CCc2ccccc2C1
(4) O=C(NCCCN1CCCC1=O)c1cccc(N2CCCC2=O)c1
(5) COc1cccc(NC(=O)C(c2ccccc2)N2CCCC2)c1 (centres undefined)
(6) O=C(NCCc1ccccc1)C(=O)Nc1ccc2c(c1)OCCO2

compound no.,1,2,3,4,5,6
BioA inh,-0.9,-2.6,1.4,3.7,·,·
UGM FP inh,-0.9,0.2,0.4,2.9,0.6,2.6
VHR inh abs,·,30,18,23,17,18
SARS 3CLpro inh,·,1,1,-3,1,1
Vc quorum ag,i,-0.5,-0.4,i,-0.7,-0.4
MazEF act,8,14,1,5,4,5
GDH-TPI counter,-8,1,3,3,1,-1
PriA SSB inh,-2,·,-8,-12,-5,4
Rv3671c inh,3,·,-1,6,-9,-1
FBA Mtb inh,-3,1,-2,4,3,-2

(7) COC(=O)c1c(C)[nH]c(C(=O)OCc2ccc(F)cc2)c1C
(8) COc1ccccc1N=C(C)C1=C(O)CSC1=O
(9) O=C(NCc1ccccc1)C(c1ccc(F)cc1)N(C(=O)c1csnn1)C1CC1 (centres undefined)
(10) Cc1cccc2c1CC(C)(C)NC2=C(C#N)C#N
(11) COc1ccccc1NC(=O)C(=O)NNS(=O)(=O)c1ccc2ccccc2c1
(12) CC(=NCc1ccco1)c1c(O)n(-c2ccc(Cl)cc2)c(=O)[nH]c1=O

compound no.,7,8,9,10,11,12
BioA inh,-2.7,0.1,7.5,0.4,-0.4,·
UGM FP inh,-1.3,1.0,-0.4,-3.3,-0.5,4.0
VHR inh abs,20,11,5,-17,13,-18
SARS 3CLpro inh,5,1,-2,2,2,-1
Vc quorum ag,-0.6,-0.5,-0.3,-0.7,-0.6,-0.6
MazEF act,-2,1,9,-4,7,4
GDH-TPI counter,12,17,-3,28,11,0
PriA SSB inh,-11,-6,-12,20,-8,-2
Rv3671c inh,-23,-1,-9,-2,-2,3
FBA Mtb inh,4,0,-1,0,-2,0

Ordered by SMILES length (falling): part of the list above.
(12) CC(=NCc1ccco1)c1c(O)n(-c2ccc(Cl)cc2)c(=O)[nH]c1=O
(11) COc1ccccc1NC(=O)C(=O)NNS(=O)(=O)c1ccc2ccccc2c1
(7) COC(=O)c1c(C)[nH]c(C(=O)OCc2ccc(F)cc2)c1C
(6) O=C(NCCc1ccccc1)C(=O)Nc1ccc2c(c1)OCCO2
(8) COc1ccccc1N=C(C)C1=C(O)CSC1=O

compound no.,12,11,7,6,8
BioA inh,·,-0.4,-2.7,·,0.1
UGM FP inh,4.0,-0.5,-1.3,2.6,1.0
VHR inh abs,-18,13,20,18,11
SARS 3CLpro inh,-1,2,5,1,1
Vc quorum ag,-0.6,-0.6,-0.6,-0.4,-0.5
MazEF act,4,7,-2,5,1
GDH-TPI counter,0,11,12,-1,17
PriA SSB inh,-2,-8,-11,4,-6
Rv3671c inh,3,-2,-23,-1,-1
FBA Mtb inh,0,-2,4,-2,0

Next section.
(13) O=C(Cc1c(F)cccc1Cl)Nc1nccs1
(14) CCOC(=O)N1CCC(NC(=O)C2CCN(C(=O)N3CC(C)Oc4ccccc43)CC2)CC1 (centres undefined)
(15) Cc1cc(C(c2ccc(C)o2)c2ccc(C)o2)c(O)c([N+](=O)[O-])c1
(16) N#CC1=C(N)Oc2cc(N)ccc2C1c1cccc(F)c1 (centres undefined)
(17) O=C(CCn1c(=S)oc2ccccc21)N1CCN(c2ccc(F)cc2)CC1
(18) CCCCN(CC)C(=O)Cc1cn(C)c2ccccc12

compound no.,13,14,15,16,17,18
BioA inh,-1.1,-0.5,2.5,-2.6,·,1.1
UGM FP inh,1.7,-2.0,2.1,0.8,0.3,-0.1
VHR inh abs,26,-14,12,14,-16,-12
SARS 3CLpro inh,0,1,-1,7,-1,-1
Vc quorum ag,-0.3,i,-0.1,i,0.3,-0.6
MazEF act,-8,-1,1,9,12,-2
GDH-TPI counter,4,-2,9,-1,-14,5
PriA SSB inh,-4,-6,10,6,-1,0
Rv3671c inh,-7,3,1,-3,3,1
FBA Mtb inh,2,2,-3,-1,-1,0

(19) CC(C)OCC(O)CN1CCNCC1 (centres undefined)
(20) Cc1ccc(SCC(=O)NC2CC2)cc1
(21) COc1cccc(CNC(=O)CCC2CCCN(C(=O)c3ccc(C)nc3)C2)c1 (centres undefined)
(22) CCC(=O)Nc1ccc(Br)c(Cl)c1
(23) OCCNCCSc1ccc(Cl)cc1
(24) Cc1ccc2cc(C#N)c(NCCNC(=S)NCCCN(C)C)nc2c1C

compound no.,19,20,21,22,23,24
BioA inh,0.6,0.6,-2.1,0.9,·,·
UGM FP inh,-1.1,-3.5,-0.6,1.2,-2.0,1.0
VHR inh abs,25,6,21,-11,16,30
SARS 3CLpro inh,3,1,1,6,-2,-7
Vc quorum ag,·,i,0.4,-3.8,-0.3,-0.3
MazEF act,10,6,-1,-1,-2,14
GDH-TPI counter,9,1,2,-4,0,3
PriA SSB inh,-13,-10,-17,-7,-11,-11
Rv3671c inh,-10,-8,15,-8,5,-10
FBA Mtb inh,-2,-2,5,0,1,15

(25) O=C(O)C1CCCN(S(=O)(=O)c2ccc3c(c2)OCCO3)C1 (centres undefined)
(26) O=C1S/C(=C\c2ccc(Cl)cc2)C(=O)N1CCn1cnnn1
(27) Cc1ccc(C)c(OCc2ccc(C(=O)Nc3ccc([N+](=O)[O-])cn3)o2)c1
(28) Cc1cccc(N/C=C(\[N+](=O)[O-])S(=O)(=O)c2ccccc2)c1C
(29) COc1ccc2nc(/C(C#N)=C\c3ccc(Oc4ccc([N+](=O)[O-])cn4)cc3)[nH]c2c1
(30) Cn1nc(-c2ccccc2)c(CSc2ccccc2)c1Cl

compound no.,25,26,27,28,29,30
BioA inh,·,·,0.2,·,·,0.1
UGM FP inh,2.4,-2.7,-1.8,3.7,0.0,2.6
VHR inh abs,2,13,·,2,-1,15
SARS 3CLpro inh,2,0,·,-8,2,0
Vc quorum ag,-0.5,-0.2,1.2,i,-0.4,i
MazEF act,2,8,-12,9,20,-1
GDH-TPI counter,-1,21,4,3,9,3
PriA SSB inh,-7,-11,2,3,10,-59
Rv3671c inh,2,-6,-4,-10,-11,2
FBA Mtb inh,-1,3,-5,6,-3,0

Entries by screen from the list.
PriA SSB inh for entries 6–15, in order: 4, -11, -6, -12, 20, -8, -2, -4, -6, 10
Rv3671c inh for entries 6–15, in order: -1, -23, -1, -9, -2, -2, 3, -7, 3, 1
MazEF act for entries 6–15, in order: 5, -2, 1, 9, -4, 7, 4, -8, -1, 1

The results go on.
(31) COc1cc(CN2CCCC(C(=O)c3sccc3C)C2)cc(Cl)c1O (centres undefined)
(32) COc1ccc(C(=O)CSc2nnc(CCc3ccccc3)n2-c2ccccc2)cc1
(33) Cc1ccc(NC(=O)CCNS(=O)(=O)c2ccc3c(c2)CCC(=O)N3)cc1C
(34) CSc1ccc(Cn2c(C)c(C(=O)NCc3cccs3)sc2=O)cc1
(35) O=C(CSc1n[nH]c(-c2ccncc2)n1)Nc1ccc(Cl)cc1
(36) COc1cc2c(cc1OC)CN(C1CCC(C)CC1)CC2 (centres undefined)

compound no.,31,32,33,34,35,36
BioA inh,·,1.8,-0.5,4.4,·,-5.8
UGM FP inh,1.0,-0.2,-3.4,·,-3.4,0.5
VHR inh abs,25,3,6,·,5,0
SARS 3CLpro inh,7,-1,0,·,3,-4
Vc quorum ag,-0.5,-0.4,i,-0.5,-0.2,-0.3
MazEF act,1,-4,4,·,4,2
GDH-TPI counter,3,-7,-7,8,4,8
PriA SSB inh,-1,-3,-12,·,-10,-3
Rv3671c inh,0,-12,2,·,-2,-3
FBA Mtb inh,5,-1,2,3,1,3

(37) CC(/C=C/c1ccc(N(C)C)cc1)=N/N=C1/NC(=O)CC(C(=O)Nc2ccc(Cl)cc2)S1 (centres undefined)
(38) CC(=O)Nc1ccccc1C(=O)C(=O)Nc1cccc(Br)c1
(39) COc1cccc(C(=O)Nc2cccc(C(=O)NCC(C)C)c2)c1
(40) COC(C(=O)Nc1ccc(F)cc1)c1ccccc1 (centres undefined)
(41) COc1cc(C(=O)NC2CCCc3ccccc32)ccc1OCC(=O)Nc1ccc(F)cc1 (centres undefined)
(42) Cc1ccc(C(C)C)c(OCC(=O)Nc2ccc(N3CCN(S(C)(=O)=O)CC3)cc2)c1

compound no.,37,38,39,40,41,42
BioA inh,-0.5,·,-2.0,-1.5,·,1.2
UGM FP inh,-4.8,0.6,-0.7,-0.9,-0.7,3.6
VHR inh abs,37,6,-7,18,-5,0
SARS 3CLpro inh,-4,5,-4,-3,2,2
Vc quorum ag,-0.8,i,-0.5,-0.2,-5.6,0.3
MazEF act,-17,16,10,6,19,-7
GDH-TPI counter,27,6,-2,-1,10,14
PriA SSB inh,·,2,-6,-16,1,-14
Rv3671c inh,17,6,15,-6,-3,2
FBA Mtb inh,-8,-2,2,6,1,2

(43) COc1cc(/C=C/C(=O)OCC(=O)c2ccccc2)cc(OC)c1OC
(44) CCOC(=O)C(NC(=O)c1ccc(F)cc1)(Nc1nnc(C)s1)C(F)(F)F (centres undefined)
(45) COc1ccccc1N1CCN(C(=O)c2cn(C)c3ccc(S(=O)(=O)N4CCOCC4)cc3c2=O)CC1
(46) CC(C)CC(=O)Nc1ccc2c3c(cccc13)CC2
(47) Oc1cc(Nc2ccccc2)cc2cccnc12
(48) COc1cc(/C=C(\NC(=O)c2ccccc2)C(=O)NCCO)c([N+](=O)[O-])cc1OC

compound no.,43,44,45,46,47,48
BioA inh,-1.1,0.0,0.0,-2.0,-0.1,·
UGM FP inh,-0.5,2.6,-2.4,3.5,-2.6,-1.5
VHR inh abs,·,5,-2,4,·,-14
SARS 3CLpro inh,·,-2,-2,-1,·,-2
Vc quorum ag,-0.5,10,-0.3,i,i,-0.4
MazEF act,6,7,13,-5,-8,5
GDH-TPI counter,6,-15,8,-10,5,8
PriA SSB inh,-2,-16,-3,-12,65*,4
Rv3671c inh,-7,10,-10,-4,4,-6
FBA Mtb inh,4,0,-2,-2,-2,2

(49) COc1cccc(CN2CCNC(=O)C2CC(=O)NCCOc2cccnc2)c1 (centres undefined)
(50) Cc1ccc(-n2nc3c(N4CCC(C(=O)N5CCCCCC5)CC4)nnc(C)c3c2C)cc1
(51) O=C(CSc1ncccn1)NC1CCS(=O)(=O)C1 (centres undefined)
(52) CCN(CC)S(=O)(=O)c1ccc(OCC(=O)NC(=O)c2ccccc2OC)c([N+](=O)[O-])c1
(53) N#C/C(=C\c1cccc(NC(=O)c2ccccc2Cl)c1)C(=O)NCCc1ccccc1

compound no.,49,50,51,52,53
BioA inh,·,21,-1.5,-0.9,·
UGM FP inh,-1.6,0.7,-1.8,-3.4,-1.9
VHR inh abs,21,-9,14,19,55*
SARS 3CLpro inh,1,-3,-4,2,0
Vc quorum ag,0.1,6.7,0.0,-0.5,-0.7
MazEF act,0,7,3,4,4
GDH-TPI counter,0,16,0,3,2
PriA SSB inh,5,-5,-7,-9,-14
Rv3671c inh,-4,-6,3,1,-17
FBA Mtb inh,1,9,3,-3,-5
